Compound activity from PubChem.
ER stress death: ER stress cell death inhibition. CSM14.1 thapsigargin ER stress survival, ATP luminescence. relative survival (cellular ATP), % at 15 µg/mL (by protocol). actives 0.33% (n = 48,000);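 active = survival measured by cellular ATP above 50% at 15 µg/ml in the first screen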;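 also: cell death triggered by about 15 µM thapsigargin; ATP read 24 h after thapsigargin was added; plate controls were thapsigargin with DMSO for no effect and DMSO without thapsigargin for full effect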
Starred values were filed as active, the others as inactive.

no.	SMILES	ER stress death
1	CCCCn1c(=S)[nH]c2ccccc21	3.8
2	CN(C)CCCNC(=O)c1cc(Cl)ccc1Cl	4.7
3	CCOc1ccc(NC(=O)CSc2nc3ccccc3c(=O)n2-c2ccccc2)cc1	7.9
4	CC(C)CNC(=O)c1cccc(NC(=O)Cc2ccc(Cl)cc2)c1	5.9
5	CN1C(=O)CS/C1=N/S(=O)(=O)c1ccc([N+](=O)[O-])cc1	2.1
6	O=C1CC(N=CN2CCOCC2)=NN1c1ccccc1	-3.1
7	C=CCNC(=O)COc1ccc(Br)c(C)c1	3.5
8	O=C1c2cccc3cccc(c23)C(=O)N1CCOCc1ccccc1	4.2
9	COc1cccc(N=c2ssc3c2-c2ccc(OC)cc2NC3(C)C)c1	1.0
10	O=C(NCc1ccco1)c1cnn2c1NC(c1ccccc1)CC2C(F)(F)F (stereo not drawn)	3.3
11	O=C(Nc1nccs1)C1COc2ccccc2O1 (stereo not drawn)	-1.3
12	Cc1ccc(-c2nc3c(C)cccn3c2NC(=O)c2ccccc2)cc1	0.0
13	O=C1c2ccccc2C(=O)N1c1ccc2nc(SCc3ccccc3)sc2c1	6.1
14	O=C(c1nn2c(c1Cl)NC(c1ccc(F)cc1)CC2C(F)(F)F)N1CCN(Cc2ccccc2)CC1 (stereo not drawn)	11.3
15	CC(C)COc1cc(=O)[nH]c(SCC(C)C)n1	2.7
16	CC(C)=C(NC(=O)c1ccccc1)C(=O)Nc1cccc(Br)c1	10.1
17	COC(=O)C1=C(C)N=c2s/c(=C/c3ccc(-c4cccc([N+](=O)[O-])c4)o3)c(=O)n2C1c1ccc(OC(C)=O)cc1 (stereo not drawn)	2.8
18	Cc1cc(Br)c(-c2ccc(/C=C3/SC(=S)NC3=O)o2)cc1C	0.2
19	Clc1ccc(/C=N\Nc2nc3ccccc3o2)c(Cl)c1	2.0
20	COc1ccc2c(c1C)CCC/C2=N\OC(=O)c1ccccc1F	9.1
21	CC(C)C(=O)Nc1cccc2c1C(=O)N(c1ccccc1)C2=O	3.6
22	CCOC(=O)C1=C(C)N=c2s/c(=C\c3ccc4c(c3)OCO4)c(=O)n2C1c1ccc2c(c1)OCO2 (stereo not drawn)	1.8
23	CCOc1cc(C=C2C(=O)NC(=S)NC2=O)ccc1OCCOc1ccc(C(C)(C)C)cc1	-0.5
24	Cc1ccc(N2C(=O)NC(=O)/C(=C\c3ccc(N(C)C)c(Br)c3)C2=O)cc1	10.3
25	CCC(Sc1nc2ccccc2[nH]1)C(=O)Nc1cccc2ccccc12 (stereo not drawn)	5.6
26	CCOc1ccc2nc(NC(=O)c3ccccc3-c3ccccc3C(=O)O)sc2c1	14.4
27	CCCCOC(=O)c1ccc(NC(=O)c2c(Cl)ccc(Cl)c2OC)cc1	-1.3
28	O=C(N/N=C/c1ccc(O)c(I)c1)c1ccncc1	10.6
29	O=C(NCCN1CCOCC1)c1ccc(Cl)cc1[N+](=O)[O-]	8.2
30	O=C(c1ccccc1)c1coc2c1C(=O)c1ccccc1C2=O	-3.5

The final 5 compounds of the section above lead into the next.
no.	SMILES	ER stress death
26	CCOc1ccc2nc(NC(=O)c3ccccc3-c3ccccc3C(=O)O)sc2c1	14.4
27	CCCCOC(=O)c1ccc(NC(=O)c2c(Cl)ccc(Cl)c2OC)cc1	-1.3
28	O=C(N/N=C/c1ccc(O)c(I)c1)c1ccncc1	10.6
29	O=C(NCCN1CCOCC1)c1ccc(Cl)cc1[N+](=O)[O-]	8.2
30	O=C(c1ccccc1)c1coc2c1C(=O)c1ccccc1C2=O	-3.5
31	O=C(C1CCCCC1)N1CCN(c2ccc([N+](=O)[O-])cc2)CC1	10.6
32	CC1=C(C(=O)Nc2ccc(C)cc2)C(c2ccc3c4c(cccc24)CC3)NC(=S)N1 (stereo not drawn)	-3.0
33	COc1ccc(-n2nc3cc(C)c(NC(=O)c4cc(I)ccc4Cl)cc3n2)cc1	6.6
34	COC(=O)CN(c1ccc(C)cc1C)S(=O)(=O)c1ccccc1	-0.5
35	Cc1cc(Cl)ccc1OCCOCCN1CCC(C)CC1	-3.7
36	O=C(/C=C/c1ccc([N+](=O)[O-])cc1)Nc1ccc2ccccc2c1	6.8
37	O=C(NC(=S)Nc1cccnc1)c1ccco1	4.8
38	Cc1cccc(/N=C/c2ccccc2O)n1	2.2
39	CCOC(=O)C1=C(C)N(c2ccccc2)C(=S)NC1c1ccc(OC)cc1 (stereo not drawn)	8.1
40	CCCCN(CCCC)C(=O)c1ccccc1Cl	0.7
41	Cc1ccccc1NC(=O)c1c(NC(=O)C(C)(C)C)sc2c1CCCC2	1.6
42	CN=C(Nc1ccc(Cl)c(Cl)c1)SC1CC(=O)N(c2cccc(OC)c2)C1=O (stereo not drawn)	-2.0
43	CCOc1ccc(C(=O)Nc2ccc(CC)cc2)cc1Br	5.2
44	COc1ccccc1N(CC(=O)Nc1ccc(Cl)cc1)S(=O)(=O)c1ccccc1	2.5
45	CN(C)c1ccc(/C=C2\N=C(c3ccc4c(c3)OCO4)OC2=O)cc1	16.2
46	Cn1c(=O)c(C(=O)NC2CCCC2)c(O)c2ccccc21	3.9
47	CC(C)(C)N(Cc1ccccc1)C(=O)CN1C(=O)/C(=C/c2ccccc2)SC1=S	-0.6
48	O=c1c2ccccc2nc(/C=C/c2c[nH]c3ccccc23)n1-c1cccc([N+](=O)[O-])c1	3.8
49	O=C1/C(=C/c2ccc(Cl)cc2)SC(=S)N1C1CCCCC1	-0.9
50	COc1ccc(OC(C)C(=O)Nc2ccc([N+](=O)[O-])cc2OC)cc1 (stereo not drawn)	7.9
51	CCOc1ccc(N/C=C(/C#N)c2nc(-c3ccc(F)cc3)cs2)cc1	-4.8
52	NC(N)=NS(=O)(=O)c1ccc(NC(=S)NC(=O)/C=C/c2ccc(Br)cc2)cc1	4.6
53	CCOC(=O)C(CCOc1ccc(Cl)c(C)c1)C(=O)OCC	0.6
54	CCOC(=O)/C=C/C(=O)Nc1nc(-c2ccccc2)cs1	40.6
55	CC(=O)Oc1ccc(N2C(=O)C3ON(c4ccccc4)C(c4ccc(F)cc4)C3C2=O)cc1 (stereo not drawn)	7.4
56	CC(C)(C)OC(=O)COc1ccc2cc(-c3nc4ccccc4s3)c(=O)oc2c1	-1.7
57	Cc1cc(OCCN2CCCCC2)ccc1Cl	-3.6
58	CCc1ccc(-c2csc(N3N=C(c4cccs4)CC3c3ccc(F)cc3)n2)cc1 (stereo not drawn)	-0.3
59	O=C(O)C1CCCCC1C(=O)Nc1nc2ccccc2s1 (stereo not drawn)	2.8
60	CCS/C(=N/Nc1cccc(Cl)c1C)C(C)=O	-3.2
61	Cc1ccc(N2C(=O)CC(Sc3ncccn3)C2=O)cc1 (stereo not drawn)	-5.1
62	CC1=NN(c2ccc(Cl)c(C(=O)O)c2)C(=O)/C1=C\c1ccco1	6.0
63	CC(C)CC(=O)N1CCN(Cc2cccc(Cl)c2)CC1	-1.6
64	O=C(COc1ccccc1Cl)N1CCN(c2ccccc2)CC1	5.0
65	CC(=O)c1ccc(NC(=O)/C(=C\c2ccco2)NC(=O)c2ccco2)cc1	-4.4
66	COc1ccc(OCC(=O)N2c3ccccc3C(Nc3ccccc3)CC2C)cc1 (stereo not drawn)	1.9
67	O=C(Nc1ccccn1)C(=O)NC1CCCCC1	-11.0
68	CCNC(=O)CC1S/C(=N\N=C2/CCCc3ccccc32)NC1=O (stereo not drawn)	7.1
69	Cc1nnc(Nc2ccc3c(c2)nc(C)n3Cc2ccccc2)c2ccccc12	-4.7
70	O=C(NCc1ccccc1)C(O)(c1ccc(Cl)cc1)c1ccc(Cl)cc1	3.6
71	CC1(C)NC(=O)N(CC(O)COc2cccc3ccccc23)C1=O (stereo not drawn)	-2.5
72	COc1ccc(-c2cc(N3CCOCC3)c3cc(OC)c(OC)cc3c2)cc1OC	6.9
73	O=C(CN(c1cccc(Cl)c1)S(=O)(=O)c1ccccc1)Nc1ccccc1Cl	9.1
74	O=C(O)CN1C(=O)/C(=C/C=C/c2ccccc2[N+](=O)[O-])SC1=S	2.0
75	Cc1ccc2nc(-c3cc(NC(=O)c4cccs4)ccc3Cl)oc2c1	12.1
76	O=S(=O)(NCC1CCCO1)c1ccc(Br)c2ccccc12 (stereo not drawn)	0.0
77	CC(=O)c1c(C)n(O)c2ccc(Cl)cc2c1=O	3.9
78	O=C1/C(=C\c2ccco2)SC(=S)N1C1CCCCC1	8.1
79	CC(=O)CC(=O)Nc1ccc(NC(C)=O)cc1	2.8
80	O=C(NCCC(CN1CCOCC1)([N+](=O)[O-])[N+](=O)[O-])c1ccccc1	1.6
81	Cc1ccc(NC(=O)C(=O)NCCN2CCOCC2)cc1	1.2
82	CCOc1ccccc1NC(=O)CCCOc1ccccc1	4.8
83	COc1ccccc1NC(=O)C(=O)NCc1ccco1	7.4
84	Cc1ccc(-n2nc3cc(C)c(NC(=O)c4cccc(Cl)c4)cc3n2)cc1	-2.9
85	COc1ccc(N(CC(=O)Nc2ccc(Br)cc2)S(=O)(=O)c2ccc(OC)c(OC)c2)cc1	12.6
86	COc1cccc(CCNC2CC(=O)N(c3ccc(C)cc3)C2=O)c1 (stereo not drawn)	5.6
87	O=C(c1sc2ccccc2c1Cl)N1CCN(Cc2ccc3c(c2)OCO3)CC1	-0.7
88	COc1ccc(N2C(=O)NC(=O)/C(=C\c3ccc(OCc4cccc(F)c4)c(OC)c3)C2=O)cc1	0.6
89	O=C1C(c2ccccc2)=C(c2ccccc2)C(=O)N1O	5.7
90	Cc1ccc(C(=O)C[n+]2cccc(C(N)=O)c2)cc1[N+](=O)[O-]	4.6

(further entries)
no.	SMILES	ER stress death
91	COc1ccc(NC(=O)C2=C(C)NC(=S)NC2c2ccc(OC)cc2)cc1 (stereo not drawn)	11.6
92	O=C(CSCC(=O)Nc1ccc2c(c1)oc1ccccc12)Nc1ccccc1	1.7
93	COC(=O)C1=C(C)N=c2s/c(=C\c3ccc(-c4ccc(OC)cc4[N+](=O)[O-])o3)c(=O)n2C1c1ccccc1 (stereo not drawn)	3.6
94	O=c1[nH]cc(N=Cc2ccccc2)c(=O)[nH]1	16.9
95	CCCCOC(=O)C(NC(=O)c1ccccc1)=C(C)C	-0.6
96	COC(=O)C(F)(F)C(F)(F)C(F)(F)OC(F)(C(=O)OC)C(F)(F)F (stereo not drawn)	11.7
97	C/C(=N\Nc1cc(-n2cc(C)cn2)ncn1)c1ccc(Cl)c(Cl)c1	6.1
98	Cc1cc(=O)oc2c(C(=O)c3ccccc3)c(OC(=O)c3ccccc3)ccc12	-4.2
99	CN(C(=O)c1ccc(Br)cc1)c1ccccc1	5.5
100	CCN(CC)c1ccc(NC(=O)c2ccc3c(c2)OCCO3)cc1	-5.8
101	O=C(Nc1ccccn1)c1cc(-c2ccccc2)nc2ccccc12	8.4
102	Cc1ccc(NC(=O)C2CC=CCC2C(=O)OCC(Cl)=C(Cl)Cl)cc1 (stereo not drawn)	2.4
103	Cc1cc(OCC(=O)NC(C)c2ccccc2)cc(C)c1Cl (stereo not drawn)	3.7
104	Cc1ccc(S(=O)(=O)NC(C)(C)CN2CCN(CC(C)(C)NS(=O)(=O)c3ccc(C)cc3)CC2)cc1	-2.6
105	COCCCNC(=O)CN(c1cccc(Br)c1)S(=O)(=O)c1ccccc1	5.2
106	CCOc1ccccc1NC(=O)CN(c1cccc([N+](=O)[O-])c1)S(=O)(=O)c1ccccc1	1.9
107	Cc1cccc(OCC(=O)Nc2ccc(I)cc2)c1C	1.3
108	CC(C)(C)C(=O)Oc1ccc2c3c(c(=O)oc2c1)CCC3	8.4
109	CC(=O)Nc1ccc(NC(=O)c2ccccc2OC(F)F)cc1	-6.1
110	CC1CCN(CCCCOc2ccccc2Br)CC1	-4.2
111	Cc1sc2ncnc(N/N=C/c3ccc(Cl)cc3Cl)c2c1C	7.4
112	CCn1c(C)nc2c(CN(C)C)c(O)ccc21	0.2
113	O=C(CC1S/C(=N\N=C\c2ccco2)NC1=O)Nc1ccc(C(=O)O)cc1 (stereo not drawn)	3.0
114	CC(C)(O)C#Cc1ccc(C(=O)Nc2ccc(F)cc2)cc1	6.5
115	Cc1ccc2[nH]c3nc(NN)nnc3c2c1	6.6
116	COc1ccc2[nH]c(C(=O)N3CCOCC3)cc2c1	4.9
117	Cc1ccc(C(=O)Nc2ccc(NC(=O)c3cccc(C)c3)cc2)cc1	-0.7
118	CCOC(=O)c1c(NC(=O)CSc2nnc3c(n2)[nH]c2ccccc23)sc2c1CCCC2	15.2
119	O=S1(=O)CCC(NC(=S)SCc2ccccc2Br)C1 (stereo not drawn)	-5.7
120	CCOC(=O)c1c(NC(=O)C2C3C=CC(C3)C2C(=O)O)sc(C)c1C (stereo not drawn)	3.9
121	CCOc1ccccc1N1CCN(C(=O)c2cccc([N+](=O)[O-])c2)CC1	4.3
122	O=C1CCCC2=C1C(c1ccc(OCc3ccccc3)cc1)C1=C(CCCC1=O)O2	1.5
123	O=S(=O)(c1ccc(Cl)cc1)N1CCN(Cc2cccnc2)CC1	1.2
124	CCOc1ccc(C(=O)Nc2cccc(-c3nc4ccccc4s3)c2)cc1	4.3
125	O=C1c2ccccc2C(=O)N1Cc1nc2ccc(I)cc2c(=O)o1	10.0
126	CCCCSCc1nc2c(c(=O)[nH]1)C1(CCCC1)Cc1ccccc1-2	8.6
127	O=C(CCc1ccccc1)N1N=C(c2ccc(Br)cc2)CC1(O)C(F)(F)F (stereo not drawn)	2.2
128	CC(=O)Nc1ccc(S(=O)(=O)N(Cc2ccccc2)C(C)C)cc1	15.1
129	COc1cccc(CNC2CCCc3ccccc32)c1OC (stereo not drawn)	-6.5
130	O=C1C(Cl)=C(Nc2ccccc2)C(=O)N1c1cccc(Cl)c1	7.7
131	Cn1c(=O)c2c(ncn2CC(=O)N2CCc3ccccc3C2)n(C)c1=O	7.0

Only part of the results is shown. The share of hits here may be higher or lower than overall.
